# TRHR ag = TRH receptor (human) agonism; P34981; TRHR cells, calcium flux fluo-8, FDSS agonist mode; activation, % at 2 µM; hit rate 0.18% among 360,000; AID 493084; note: 0% is about no effect
# Target sequence (P34981 whole entry, looked up): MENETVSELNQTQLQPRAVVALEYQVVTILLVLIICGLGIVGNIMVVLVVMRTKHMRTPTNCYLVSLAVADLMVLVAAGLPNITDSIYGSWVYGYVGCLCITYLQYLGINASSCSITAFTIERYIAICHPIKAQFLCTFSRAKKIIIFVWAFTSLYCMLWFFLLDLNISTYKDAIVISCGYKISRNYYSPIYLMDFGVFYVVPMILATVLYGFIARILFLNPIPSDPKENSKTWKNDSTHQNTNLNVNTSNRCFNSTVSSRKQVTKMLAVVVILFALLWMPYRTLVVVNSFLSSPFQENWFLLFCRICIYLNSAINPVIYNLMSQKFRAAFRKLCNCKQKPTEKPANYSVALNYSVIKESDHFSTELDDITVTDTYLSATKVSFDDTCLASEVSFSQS
#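 In this calcium-flux screen, cells bearing human TRHR are dye-loaded with fluo-8, baselined for 10 cycles, then exposed to library compounds; positive kinetic calcium responses during the agonist phase mark hits, with TRH as control.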
# D1 ag = human D1 receptor agonism | AID 504660 | activation, % at 2 µM | HEK293 T-REx D1 cells, calcium flux, agonist mode | hit rate 1% among 360,000; note: 0% is about no effect
#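 Inducible HEK293 T-REx D1 cells, force-coupled to calcium signalling, were plated at 4000 cells/well with tetracycline and held overnight at 30 C. After no-wash calcium dye loading, compound-evoked calcium rise over 180 s flagged agonists.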
# RXFP1 antagonist = antagonists of human relaxin receptor RXFP1 | HEK293-RXFP1, relaxin-stimulated cAMP HTRF, 30 min; active compounds read low | AID 1259400 | Q9HBX9 | activity change, negative = inhibition, % at 57.5 µM | hit rate 0.59% among 350,000;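 active = activity change of -60% or lower, but not beyond a set lower limit; inconclusive = change between -60% and -40%, or beyond the set limit; inactive = change above -40%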; note: % is set by controls: 0 for no effect and ±100 for the full control effect
# D2 antag = D2 dopamine receptor (human) antagonism; P14416; HEK293 TREx D2 cells, calcium flux, dopamine EC80; inhibition, % at 10 µM; hit rate 2% among 340,000; AID 485344; in the data active = inhibition above about 30%; note: 0% is about no effect
# Target sequence (P14416 whole entry, looked up): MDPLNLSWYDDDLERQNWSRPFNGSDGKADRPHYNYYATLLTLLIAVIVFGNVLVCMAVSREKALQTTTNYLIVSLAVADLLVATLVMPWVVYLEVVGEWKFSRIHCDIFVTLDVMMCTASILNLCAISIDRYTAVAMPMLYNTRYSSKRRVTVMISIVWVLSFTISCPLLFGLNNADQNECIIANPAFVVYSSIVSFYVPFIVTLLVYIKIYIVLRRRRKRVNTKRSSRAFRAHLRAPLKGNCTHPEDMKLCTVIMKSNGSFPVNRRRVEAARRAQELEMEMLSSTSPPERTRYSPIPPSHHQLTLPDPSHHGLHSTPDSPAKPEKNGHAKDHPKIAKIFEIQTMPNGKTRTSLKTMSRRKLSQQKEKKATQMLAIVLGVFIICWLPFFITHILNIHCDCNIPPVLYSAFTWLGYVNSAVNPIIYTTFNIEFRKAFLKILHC
#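 Overnight-induced (tetracycline, 30 C) HEK293 T-REx cells carrying force-coupled D2 receive a no-wash calcium dye, then compound, then EC80 dopamine at 180 s; signals are read kinetically throughout.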
# D2 ag = D2 dopamine receptor (human) agonism; AID 485358; hit rate 0.53% among 340,000; P14416; HEK293 T-REx D2 cells, calcium flux agonist mode; activation, % at 2 µM;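 active = activation over 3 SD above normal in the single-dose calcium agonist read, cut at about 30% in these data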; note: 0% is about no effect
#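 Agonism is scored from calcium flux in a force-coupled, inducible HEK293 cell line expressing D2, read kinetically for 180 s after compound addition against dopamine controls.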
# D1 PAM = enhances dopamine response at the human D1 receptor; P21728; HEK293 TREx D1 cells, calcium flux, dopamine EC20 potentiation; potentiation, % at 10 µM; hit rate 0.036% among 360,000; AID 504651; in the data active = potentiation above about 30%; note: 0% is about no effect
# D2 potentiator = D2 dopamine receptor (human) potentiation. P14416. HEK293 T-REx D2, calcium flux, EC20 dopamine potentiation. potentiation, % at 10 µM. hit rate 0.34% among 340,000. AID 485347;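 active = potentiation over 3 SD above the plate norm, cut at about 30% in these data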; note: 0% is about no effect
#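 Calcium flux readout, no-wash dye, 1 read/s. Inducible HEK293 Trex D2 line, overnight 30 C. Compound alone 180 s (agonist flags), then EC20 dopamine, another 180 s to score potentiation.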
# D1 antag = antagonists of human D1 dopamine receptor; P21728; hit rate 3.2% among 360,000; HEK293 TREx D1 cells, calcium flux, dopamine EC80; active compounds read low; activity change, negative = inhibition, % at 10 µM; in the data active = activity change below about -30%; note: % is set by controls: 0 for no effect and ±100 for the full control effect
#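 Kinetic fluorescence of a calcium dye serves as the read-out. D1-expressing Hek293 Trex cells, induced overnight at 30 C, are exposed to compound for 180 s before an EC80 dopamine addition, then read 180 s further.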
# TRHR PAM = allosteric enhancers of human TRH receptor | hit rate 0.66% among 360,000 | TRHR cells, fluo-8 calcium fluorescence, EC20 TRH enhancement | AID 493056 | P34981 | enhancement, % at 2 µM; in the data active = enhancement above about 30%; note: 0% is about no effect
#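 Enhancer read-out: after compound pinning and an initial kinetic agonist-mode read, an EC20 of TRH (10 nM final) was injected and fluo-8 calcium signal (Ex 480/Em 530) followed at 1 s/cycle for 100 cycles in TRHR-expressing cells.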
# * hit, by the source's call; ? = inconclusive; nt = no result given. Cut-off read from the data, not from the text of the source, unless noted: active = activation above about 30%; inactive = the rest.
1: Clc1ccc(CSc2nnc([C@@H]3CCCN3)o2)cc1
2: O=C(CN(c1cccc([N+](=O)[O-])c1)S(=O)(=O)c1ccccc1)N1CCCCC1
3: O=C([C@H](Cc1ccccc1)N1C(=O)c2ccccc2C1=O)N1CCOCC1
4: O=c1[nH]cnc2c1nc(NCc1ccccc1)n2C1O[C@@H](CO)[C@H](O)[C@@H]1O (some centres undefined)
5: O=C(CSc1nnnn1-c1ccccc1)N1N=CCC1c1ccccc1 (centres undefined)
6: Cc1cccc(C(=O)NC2CCN(CC(=O)NCc3ccccc3F)CC2)c1
assay / entry,1,2,3,4,5,6
TRHR ag,-0.7,-1.0,-0.1,-1.3,-1.2,0.0
D1 ag,1,1,7,1,1,1
RXFP1 antagonist,-9,0,-24,2,-7,-24
D2 antag,-15,11,19,24,2,42*
D2 ag,-0.1,1.1,1.3,-2.3,-0.8,0.6
D1 PAM,-2,nt,5,5,-4,-4
D2 potentiator,-8,0,-10,8,15,2
D1 antag,-7,14,-3,5,-12,7
TRHR PAM,-4,10,3,4,9,-1

7: Cc1ccc(/C=C/C(=O)O)cc1S(=O)(=O)N1CCC(Cc2ccccc2)CC1
8: Cc1cccc(NC(=O)c2sc3nc4c(cc3c2N)CN(Cc2ccccc2)CC4)c1
9: CCOc1ccc(NC(=O)CN(C)C(=O)c2ccccc2Cc2ccccc2)cc1OCC
10: COCN(C#N)c1nc(OC)nc(OC)n1
11: CCOc1ccccc1-n1c(SCC(=O)N2CCCC2)nnc1-c1ccoc1C
12: COc1ccc(CN2CC(=O)N3[C@H]4c5ccccc5OC[C@@H]4[C@H](c4ccccc4)[C@]3(C)C2=O)cc1
assay / entry,7,8,9,10,11,12
TRHR ag,0.2,0.0,-0.3,-0.5,0.2,0.5
D1 ag,2,3,6,2,3,3
RXFP1 antagonist,2,-29,0,13,-14,nt
D2 antag,3,nt,-20,-2,19,-8
D2 ag,0.9,-0.3,-1.9,1.1,0.1,0.2
D1 PAM,-2,-2,nt,10,-5,-4
D2 potentiator,-5,4,-4,9,-6,6
D1 antag,7,0,-45*,9,-11,nt
TRHR PAM,-7,2,9,-2,-7,7

13: Cc1ccc(N(C(C)C(=O)O)S(=O)(=O)c2c(C)[nH]c(=O)[nH]c2=O)cc1 (centres undefined)
14: CCC(C)N(C(=O)c1csnn1)C(C(=O)NCc1ccc(F)cc1)c1ccco1 (centres undefined)
15: CC1(C)Cc2nc3oc4c(SCC(N)=O)ncnc4c3cc2CO1
16: O=C(/C=C/c1ccco1)Nc1cccc(C(=O)Nc2ccccc2C(=O)O)c1
17: CCOc1ccc(-n2c(=O)c3sccc3n(Cc3cccc([N+](=O)[O-])c3)c2=O)cc1
18: CCOC(=O)C(Sc1ncc(C#N)c(N)n1)C(C)C (centres undefined)
assay / entry,13,14,15,16,17,18
TRHR ag,2.8,-0.2,-0.1,-1.0,0.4,0.3
D1 ag,2,1,2,1,8,2
RXFP1 antagonist,nt,10,-16,?,1,4
D2 antag,-7,-15,3,4,-44,-11
D2 ag,-0.2,0.9,0.6,-3.0,6.1,0.7
D1 PAM,nt,-1,-3,-1,5,2
D2 potentiator,-5,-6,-5,-2,1,3
D1 antag,13,3,7,-3,24,-11
TRHR PAM,6,-8,-6,-3,-2,4

# Of the compounds above, two have a nitro group on carbon.
2: O=C(CN(c1cccc([N+](=O)[O-])c1)S(=O)(=O)c1ccccc1)N1CCCCC1
17: CCOc1ccc(-n2c(=O)c3sccc3n(Cc3cccc([N+](=O)[O-])c3)c2=O)cc1
assay / entry,2,17
TRHR ag,-1.0,0.4
D1 ag,1,8
RXFP1 antagonist,0,1
D2 antag,11,-44
D2 ag,1.1,6.1
D1 PAM,nt,5
D2 potentiator,0,1
D1 antag,14,24
TRHR PAM,10,-2

# Continued:
19: COc1ccc(OC)c(NC(=O)c2cn(CC(C)C)c(=O)c3cc(OC)c(OC)cc23)c1
20: COc1ccc(C(=O)N2CCN(Cc3ccc4c(c3)OCO4)CC2)cc1OC
21: CCCc1[nH]nc2c1C(c1cc(OC)cc(OC)c1)C(C#N)=C(N)O2 (centres undefined)
22: COCCSc1nnc(NC(=O)CS(=O)(=O)c2ccc(C)cc2)s1
23: COc1ccc(CCNc2nc(N3CCOCC3)nc(N3CCOCC3)n2)cc1OC
24: O=C(CSc1ccc(-c2cccs2)nn1)N1CCCCCC1
assay / entry,19,20,21,22,23,24
TRHR ag,-0.3,-0.5,0.8,1.1,0.8,-0.2
D1 ag,-1,-4,3,2,1,1
RXFP1 antagonist,nt,-3,-15,-12,-7,-5
D2 antag,nt,13,-16,6,1,1
D2 ag,0.2,8.3,0.5,1.3,-0.4,0.2
D1 PAM,0,-3,5,nt,-10,5
D2 potentiator,6,10,2,1,-4,-6
D1 antag,-27,-8,-6,-4,4,8
TRHR PAM,2,-6,29,-3,-8,-12

25: Fc1ccc(CNc2ccc(N3CCN(Cc4ccccc4)CC3)cc2)cc1
26: CCc1cc2ccccc2nc1SCC(=O)Nc1cc(OC)c(OC)cc1C(=O)O
27: Fc1ccc(OCCCCCn2ccnc2)cc1
28: CC1CN(C(=S)Nc2ccc(S(N)(=O)=O)cc2)CC(C)O1 (centres undefined)
29: CCCCn1c(N)c(N(CC(C)C)C(=O)c2cc3c(s2)CCCCC3)c(=O)[nH]c1=O
30: COCCCN(C(=O)c1ccco1)c1nc(-c2cc(OC)ccc2OC)cs1
assay / entry,25,26,27,28,29,30
TRHR ag,-2.5,-0.6,-0.1,1.0,0.0,0.0
D1 ag,7,3,11,2,5,6
RXFP1 antagonist,4,4,-25,2,3,-4
D2 antag,5,4,12,30,3,-1
D2 ag,-0.2,-0.3,-0.1,0.7,-0.7,0.4
D1 PAM,-3,-4,4,-3,-4,5
D2 potentiator,-19,6,-2,-4,-3,-4
D1 antag,6,-3,-1,-3,7,-41*
TRHR PAM,7,1,-6,13,-1,-1

31: COc1ccc([C@H]2CC(=O)C=C(c3ccc(-c4ccccc4)c(F)c3)C2)cc1OC
32: COc1ccc(CNCc2cn(-c3cccc(F)c3)nc2-c2ccc(C)o2)cc1
33: CN1C(=O)[C@H]2[C@@H](C3CC3)N3C(=O)CN(CCO)C(=O)[C@@]3(Cc3ccccc3)[C@H]2C1=O
34: Cc1ccc(OCc2nc(C#N)c(NCCCn3ccnc3)o2)cc1
35: Cc1ccc(CN2CCN(Cc3c[nH]c4ccccc34)CC2CCO)o1 (centres undefined)
36: CCC(C)[C@H](N)c1nnc(SCC(=O)c2ccc(Cl)cc2)o1 (some centres undefined)
assay / entry,31,32,33,34,35,36
TRHR ag,0.4,0.4,0.7,-0.5,2.4,-0.6
D1 ag,0,28,2,-1,3,5
RXFP1 antagonist,nt,-18,nt,12,-6,4
D2 antag,4,9,-5,-13,6,4
D2 ag,-0.3,-2.4,1.2,-0.6,0.0,0.3
D1 PAM,0,4,-5,-6,-4,-6
D2 potentiator,13,-15,3,-8,-18,11
D1 antag,nt,16,-12,-10,3,0
TRHR PAM,-4,-4,-3,-3,2,6

37: CCOC(=O)c1cc(NC(=O)N2CCCCC2)c(C)nc1C
38: Cc1ccc(NC(=O)CCNC(=O)c2ccc([N+](=O)[O-])cc2)cc1S(=O)(=O)N(C)C
39: O=S1(=O)CC2N=C(N(Cc3c(F)cccc3Cl)c3ccccc3F)SC2C1 (centres undefined)
40: COc1ccc(-c2csc(N(C)C(=O)c3cccs3)n2)cc1
41: CCOC(=O)c1ccc(N2C(=O)c3n[nH]c(-c4cccs4)c3C2c2ccc(Cl)cc2Cl)cc1 (centres undefined)
42: Cc1nn(-c2ccccc2)c(Cl)c1/C=N\NC(=O)c1cncc(Br)c1
assay / entry,37,38,39,40,41,42
TRHR ag,0.2,-1.7,0.6,1.5,2.3,0.9
D1 ag,2,-4,9,10,4,6
RXFP1 antagonist,1,10,7,-10,nt,-1
D2 antag,-10,10,15,10,nt,-15
D2 ag,0.0,-1.3,2.5,0.5,0.9,0.7
D1 PAM,-1,1,-10,-5,1,-8
D2 potentiator,-7,-2,-8,-2,1,2
D1 antag,21,29,-6,-11,10,11
TRHR PAM,-4,-1,-1,-7,-3,1

43: CN(C)CCNC(=O)c1ccc(COc2ccc(Cl)cc2Cl)cc1
44: Cc1cc(C)cc(N(CC(=O)N2CCCCCC2)S(C)(=O)=O)c1
45: CSc1nc(Cl)c(Cc2ccc(OC(C)C)cc2)c(N2CCOCC2)n1
46: Cc1c(C(=O)N2CCC(C)CC2)sc2ncnc(N3CCN(c4ccccc4)CC3)c12
47: O=C1CCN(Cc2ccccc2)CCN1[C@H](CSc1ccccc1)c1ccccc1
48: Fc1cccc(Cl)c1CSc1nnc(-c2ccncc2)o1
49: COC(=O)c1cc(C(=O)Nc2ccc(C)cn2)cc([N+](=O)[O-])c1
50: O=C1c2cccc3cccc(c23)N1Cc1cccc(F)c1
51: COc1ccc(CN(Cc2cccn2C)C(=O)c2cc3cc(OC)ccc3[nH]2)cc1
assay / entry,43,44,45,46,47,48,49,50,51
TRHR ag,15,-0.3,0.3,-0.1,-0.2,-1.0,-0.6,-0.6,0.5
D1 ag,95*,2,4,1,3,1,2,7,0
RXFP1 antagonist,-26,7,-9,-6,nt,2,-4,-11,9
D2 antag,nt,34*,-8,-2,1,-16,8,-15,25
D2 ag,nt,-0.7,0.3,-0.2,-0.6,-0.8,-3.5,1.0,-0.2
D1 PAM,-18,-4,2,-2,-4,-7,-2,-6,-1
D2 potentiator,nt,-2,5,-5,3,-3,0,4,-23
D1 antag,-64*,8,41,3,-3,3,0,-1,-2
TRHR PAM,-6,-2,21,-4,-6,-1,2,10,6

# Structures above that contain fluorine (nine):
6: Cc1cccc(C(=O)NC2CCN(CC(=O)NCc3ccccc3F)CC2)c1
14: CCC(C)N(C(=O)c1csnn1)C(C(=O)NCc1ccc(F)cc1)c1ccco1 (centres undefined)
25: Fc1ccc(CNc2ccc(N3CCN(Cc4ccccc4)CC3)cc2)cc1
27: Fc1ccc(OCCCCCn2ccnc2)cc1
31: COc1ccc([C@H]2CC(=O)C=C(c3ccc(-c4ccccc4)c(F)c3)C2)cc1OC
32: COc1ccc(CNCc2cn(-c3cccc(F)c3)nc2-c2ccc(C)o2)cc1
39: O=S1(=O)CC2N=C(N(Cc3c(F)cccc3Cl)c3ccccc3F)SC2C1 (centres undefined)
48: Fc1cccc(Cl)c1CSc1nnc(-c2ccncc2)o1
assay / entry,6,14,25,27,31,32,39,48
TRHR ag,0.0,-0.2,-2.5,-0.1,0.4,0.4,0.6,-1.0
D1 ag,1,1,7,11,0,28,9,1
RXFP1 antagonist,-24,10,4,-25,nt,-18,7,2
D2 antag,42*,-15,5,12,4,9,15,-16
D2 ag,0.6,0.9,-0.2,-0.1,-0.3,-2.4,2.5,-0.8
D1 PAM,-4,-1,-3,4,0,4,-10,-7
D2 potentiator,2,-6,-19,-2,13,-15,-8,-3
D1 antag,7,3,6,-1,nt,16,-6,3
TRHR PAM,-1,-8,7,-6,-4,-4,-1,-1

50: O=C1c2cccc3cccc(c23)N1Cc1cccc(F)c1
assay / entry,50
TRHR ag,-0.6
D1 ag,7
RXFP1 antagonist,-11
D2 antag,-15
D2 ag,1.0
D1 PAM,-6
D2 potentiator,4
D1 antag,-1
TRHR PAM,10

# Screening data as filed in PubChem BioAssay.
